Screens: PubChem BioAssay, National Center for Advancing Translational Sciences (NCATS)
ASM inhibitor: human S-ASM enzyme inhibition; hit rate 0.006% among 340,000; Potency, µM (series often up to 57.5 µM), for inactives: top-dose activity change, negative = inhibition, most hits filed as inhibitors; placental ASM, HMU-PC fluorogenic substrate, 60 min; further: potency means the concentration at half of the fitted maximal effect
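Human placenta-derived ASM enzyme was preincubated with compound for 10 minutes at room temperature, then given fluorogenic substrate HMU-PC0 (9 uM final) for 60 minutes at 37 °C; a pH 10 stop preceded fluorescence reading at Ex 386/Em 447 nm.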
PKM2 act: PKM2 (human) enzyme activation. hit rate 0.34% among 260,000. Potency, µM (series often up to 57.5 µM), for the others: top-dose activation, usual class: activators. AID 1631. purified PKM2, Kinase-Glo ATP luminescence, activation; response scale: 0% is enzyme alone, no compound. P14618; further: potency means the concentration at half of the fitted maximal effect; on the % scale 0 is the no-effect control and ±100 the full control effect; nearly all actives have a fitted effect of over 55% in size
Target sequence (P14618 whole entry, looked up): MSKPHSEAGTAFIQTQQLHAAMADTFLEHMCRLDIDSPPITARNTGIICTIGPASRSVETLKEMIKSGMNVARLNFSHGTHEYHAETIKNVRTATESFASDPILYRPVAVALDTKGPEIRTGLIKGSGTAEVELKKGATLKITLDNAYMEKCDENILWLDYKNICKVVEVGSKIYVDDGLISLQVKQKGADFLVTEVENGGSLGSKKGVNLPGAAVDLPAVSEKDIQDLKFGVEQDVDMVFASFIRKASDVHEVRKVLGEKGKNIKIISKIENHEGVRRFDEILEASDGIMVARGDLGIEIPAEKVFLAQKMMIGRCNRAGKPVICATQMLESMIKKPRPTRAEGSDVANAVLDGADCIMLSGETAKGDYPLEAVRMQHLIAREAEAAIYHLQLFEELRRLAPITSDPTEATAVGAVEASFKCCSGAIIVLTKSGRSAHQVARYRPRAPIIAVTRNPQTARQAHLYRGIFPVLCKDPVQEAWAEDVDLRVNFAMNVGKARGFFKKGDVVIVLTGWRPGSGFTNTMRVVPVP
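Purified hPK-M2 (>95% pure) converted ADP (0.1 mM final) to ATP with 0.5 mM PEP in 50 mM imidazole pH7.2, KCl, MgCl2, Tween 20, BSA; 1 h at room temperature. ATP detected by Kinase-Glo luminescence.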
BCR signal inh: chronic active BCR signaling inhibition. ABC-DLBCL IkBa-CBG/CBR reporter, luminescence ratio, 4 h. Potency, µM (series often up to 46.1 µM), for inactives: top-dose ratio change, negative = lower green/red ratio, actives largely listed as inhibitors. hit rate 0.05% among 340,000; active means well fitted inhibition curve with a large enough effect in the signal ratio, with a control signal flat, not every such curve was filed as active; inconclusive means small, poorly fitted or top-dose-only effect, or effect the other way, or a change in a side signal; the % refers to the signal ratio;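 further: potency means the concentration at half of the fitted maximal effect; plate controls were basal doxycycline-induced cells for no effect and cells given 10 µM MG132 for full effect; MG132 reads +100%, hits lower the ratio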
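Concentration-response series (up to 46 uM) were applied to TMD8 dual-reporter cells for 4 h at 37C with doxycycline. Green/red ratio, after filter-overlap correction, defined %Activity; red signal alone was normalised to basal cells and zero luminescence.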
TSHR antagonist: antagonists of human thyroid stimulating hormone receptor; P16473; TSHR-expressing cells, TSH-stimulated cAMP HTRF, 2 h; hits give low values; activity change, negative = inhibition, % at 11.5 µM; hit rate 0.2% among 330,000;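 active means activity change below a set negative limit, meaning inhibition stronger than a set level, cut at about -70% in these data; inconclusive means activity change between two set negative limits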; further: on the % scale 0 is the no-effect control and ±100 the full control effect
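TSHR-expressing cells, 200/well, pre-treated with compound, then stimulated with EC80 TSH (4nM final) for 2 hours at 37 deg C. cAMP measured by competitive HTRF: anti-cAMP cryptate antibody in lysis buffer plus cAMP-d2, read after 30 minutes at room temperature.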
KCNH2 WT inh: KCNH2 (human, wildtype) channel inhibition; U2OS, BacMam KCNH2, thallium flux FluxOr; hits give low values; Q12809; hit rate 0.37% among 340,000; activity change, % at 1.84 µM; AID 720551;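 active means maximum activity change below -70%; inconclusive means maximum activity change between -70% and -50%; inactive means maximum activity change above -50%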; further: on the % scale 0 is the no-effect control and ±100 the full control effect
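U2OS cells were transduced with wild-type KCNH2 virus (2.03 x 10^8 / mL) for 4 h at room temperature, then cultured overnight at 37 C. Thallium flux was read with FluxOr dye. Rate constants were normalized to DMSO controls.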
Mito fusion act: mitochondrial division inhibition or fusion activation | Potency, µM (doses to about 46.1 µM), without a hit: at the top dose growth rescue (activation), actives largely listed as activators | S. cerevisiae fusion-defective mutant growth rescue, CellTiterGlo 48 h | hit rate 0.23% among 320,000 | AID 485298;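 further: potency means the concentration at half of the fitted maximal effect; % of control where 0% means no effect; nearly all actives have a fitted effect of over 45% in size; temperature-sensitive fusion mutants such as fzo1-1 at 37 °C on non-fermentable ethanol glycerol medium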
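Compounds are tested for their ability to restore growth of mitochondrial fusion-defective yeast strains at non-permissive 37C in YPEG medium over 48 hours. Viability is quantified by luciferase luminescence.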
MBNL1 CUG block: inhibitors of human MBNL1 binding to CUG repeat RNA; Q9NR56; TR-FRET MBNL1-His/biotin-(CUG)12 binding, 665/545 ratio; Potency, µM (titrated, usually from 57.5 µM), for inactives: at the top dose activity change, negative = inhibition, hits mostly inhibitors; hit rate 0.036% among 280,000; active means well fitted inhibition curve with a large enough effect in the signal ratio, with a control signal flat, not every such curve was filed as active; inconclusive means small, poorly fitted or top-dose-only effect, or effect the other way, or a change in a side signal; inactive means no such curve, though single readings can be large or run the other way; the % refers to the signal ratio; further: potency means the concentration at half of the fitted maximal effect; on the % scale 0 is the no-effect control and ±100 the full control effect
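MBNL1-His + Biotin-(CUG)12, cpd titration 92 nM–58 uM; Tb anti-His Ab 0.055 ng/ul, SA-XL665 5 nM (final); 60 min RT; ratiometric 665/545 nm, Ex 340 nm; normalized to buffer and full-complex controls.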
USP2a block: inhibitors of human ubiquitin-specific protease USP2a | USP2 core, Ub-CHOP2 coupled fluorogenic reporter, 485/531 | Potency, µM (titrated, usually from 38.3 µM), inactives show at the highest dose activity change, negative = inhibition, actives largely listed as inhibitors | O75604 | hit rate 0.01% among 330,000;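 further: potency means the concentration at half of the fitted maximal effect; plate controls were DMSO wells for no effect and full inhibition by NEM control for full effect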
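Deubiquitinase activity read as fluorescence (485/531 nm) after Ub-CHOP2 cleavage activates the enterokinase reporter on its substrate; USP2 core 10nM, Ub-CHOP2 and substrate 25nM each, 30min compound preincubation then 60min RT; data normalized to NEM, curves fitted.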
Eya2 inh: blocks the phosphatase activity of human Eya2 | Potency, µM (top dose mostly 76.9 µM), inactives show at the highest dose activity, negative = inhibition, actives largely listed as inhibitors | recombinant Eya2, OMFP fluorescence dephosphorylation (OMFP is methylfluorescein phosphate) | hit rate 0.006% among 330,000 | AID 488837; further: potency means the concentration at half of the fitted maximal effect; on the % scale 0 is the no-effect control and ±100 the full control effect
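Eya2 (0.2 uM) preincubated 10 min at ambient with compound, then OMFP substrate added at 50 uM; 10 min reaction in 50 mM HEPES pH 7.5, 50 mM NaCl, 5 uM MgCl2, 0.05% BSA, 1 mM DTT. Fluorescence read at Ex 485/Em 525 nm.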
Menin MLL FP TR: displaces Texas Red mutant MLL peptide from human menin; O00255; Potency, µM (top dose mostly 61.6 µM), for inactives: at the top dose FP activity change, negative = inhibition, hits mostly inhibitors; hit rate 0.23% among 270,000; AID 1768; Menin + Texas Red MLL mutant peptide, fluorescence polarization; active means well fitted inhibition curve with a large enough effect in the polarisation, with a control signal flat, not every such curve was filed as active; inconclusive means small, poorly fitted or top-dose-only effect, or effect the other way, or a change in a side signal; inactive means no such curve, though single readings can be large or run the other way; the % refers to the polarisation; further: potency means the concentration at half of the fitted maximal effect; % of control where 0% means no effect; many of its hits are not listed in these tables
GALK inhibitor: inhibitors of human galactokinase | Purified GALK, Kinase-Glo residual ATP luminescence | hit rate 0.007% among 270,000 | Potency, µM (top dose mostly 57.5 µM), for inactives: at the top dose activity change, negative = inhibition, most hits filed as inhibitors | P51570; further: potency means the concentration at half of the fitted maximal effect; on the % scale 0 is the no-effect control and ±100 the full control effect
Target sequence (P51570 whole entry, looked up): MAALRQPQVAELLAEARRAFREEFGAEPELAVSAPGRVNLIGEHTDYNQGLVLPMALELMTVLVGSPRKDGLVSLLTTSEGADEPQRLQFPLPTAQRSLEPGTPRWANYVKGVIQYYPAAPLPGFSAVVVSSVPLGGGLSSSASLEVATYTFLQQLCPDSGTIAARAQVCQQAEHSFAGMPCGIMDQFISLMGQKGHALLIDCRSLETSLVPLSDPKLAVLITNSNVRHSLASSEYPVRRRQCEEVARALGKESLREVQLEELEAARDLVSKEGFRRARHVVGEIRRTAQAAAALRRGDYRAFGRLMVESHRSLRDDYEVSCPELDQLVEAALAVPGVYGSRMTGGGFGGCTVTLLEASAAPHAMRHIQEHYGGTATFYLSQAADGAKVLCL
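Galactose (100 uM) and ATP (35 uM) were turned over by 5 nM GALK for 1 h at RT. Kinase-Glo Plus then converted the remaining ATP into a luminescent signal.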
* = called active by the depositor; ? = inconclusive; / = not tested or not shown; [ ] = another dose, or the depositor's remark. Unless noted, the call rests on the fitted dose curve; in most records, active means well fitted curve in the direction sought with a large enough effect; inconclusive means small, poorly fitted or top-dose-only effect, or another doubt; inactive means no such curve, though single readings can be large; an effect the other way counts as inactive or inconclusive.

molecule	ASM inhibitor	PKM2 act	BCR signal inh	TSHR antagonist	KCNH2 WT inh	Mito fusion act	MBNL1 CUG block	USP2a block	Eya2 inh	Menin MLL FP TR	GALK inhibitor
O=C(Nc1ccc(Cl)cc1)N(Cc1nnc2n1CCCCC2)c1ccccc1	-4%	-10%	0%	1	7	-2%	0%	0%	-12%	-2%	3%
CCN(CCNC(=O)Cn1cc2c(n1)CCCC2)c1ccccc1	-1%	6%	-3%	-8	-6	2%	6%	1%	8%	-5%	0%
C=CCn1c(SCc2ccc(C(=O)NCCO)cc2)nc2sc(C)c(C)c2c1=O	-8%	2%	-28%	-12	2	9%	-7%	-2%	-13%	5%	-5%
COc1ccc(C2CC3(CC(C)(C)NC(SC)=N3)Oc3cc(O)cc(C)c32)cc1 (stereo unspecified)	0%	-22%	-11%	44	-23	5%	?	0%	-3%	-5%	/
Cc1cc(C)c(C#N)c(N2CCN(S(=O)(=O)Cc3ccccc3)CC2)n1	-1%	-1%	-1%	3	8	-4%	19%	1%	-22%	-10%	4%
COc1cccc(CC(=O)NCC2(N3CCCCC3)CCCCC2)c1	1%	-1%	-4%	-2	/	-8%	8%	0%	-3%	3%	-2%
CCN1C(=O)CC(N2CCC(Cc3ccccc3)CC2)C1=O (stereo unspecified)	-1%	-3%	1%	4	-3	-14%	0%	-1%	-22%	-2%	2%
COc1ccc(OC)c(-c2nnc3n2N=C(c2ccc(OC)c(OC4CCCC4)c2)CS3)c1	-11%	/	?	56	/	/	/	2%	-26%	/	/
CCOC(=O)C1=NNC(C(=O)c2ccc(C)cc2)C1c1ccc(OC)cc1 (stereo unspecified)	-16%	8%	?	-6	4	3%	5%	-1%	12%	1%	-1%
COc1ccc(-c2noc(C3CCCN(C(=O)c4ccccc4OC)C3)n2)cc1OC (stereo unspecified)	-1%	-20%	?	33	1	7%	-10%	0%	-9%	?	4%
O=C(Nc1ccc(S(=O)(=O)N2CCCC2)cc1)c1c(F)cccc1F	-3%	4%	2%	0	7	-5%	-5%	-2%	7%	/	-3%
COCc1nnc(NC(=O)c2ccc(S(=O)(=O)N3CCCCCC3)cc2)o1	-3%	-3%	0%	9	3	1%	0%	-1%	-5%	2%	-4%
Cn1cc(S(=O)(=O)Oc2ccccc2)c(=O)n(C)c1=O	1%	6%	0%	5	-2	-4%	0%	-3%	-5%	0%	7%
O=C(/C=C/c1ccc(Cl)cc1)NC(=S)Nc1ccc(NC(=O)c2ccco2)cc1	-2%	5%	?	-22	-2	-2%	12%	1%	-10%	0%	2%
Cc1ccc(Cl)cc1N1CCN(C(c2cccnc2)c2nnnn2C2CCCCC2)CC1 (stereo unspecified)	-3%	1%	?	-1	1	5%	-2%	0%	-1%	?	1%
O=C(/C=C/c1ccccc1)N1CCC[C@H]1CO	2%	-1%	6%	-1	-13	-1%	8%	2%	1%	0%	/
COc1cccc(NC(=O)[C@@H](NC(=O)N2CCn3c2nc2ccccc23)C(C)C)c1	-21%	/	?	7	-4	3%	-6%	3%	-8%	/	-11%
CCOC(=O)C1=C(C)Nc2nc3ccccc3n2C1c1ccncc1 (stereo unspecified)	1%	-3%	21%	-2	1	-1%	2%	-1%	27%	9%	0%
O=C(O)c1cc(N/N=C/c2c[nH]c3ccccc23)ccc1Cl	4%	1%	?	-1	/	5%	15%	-2%	-1%	?	-1%
CC(=O)Nc1ccc(C(=O)CN2C(=O)NC3(CCOc4ccccc43)C2=O)c(F)c1 (stereo unspecified)	-1%	/	?	19	-2	-1%	/	5%	2%	/	/
COc1ccc(C(=O)NC2CC3CCCC(C2)N3Cc2ccccc2)cc1OC (stereo unspecified)	4%	-3%	6%	24	6	0%	-7%	0%	4%	0%	-5%
Cc1nn(CC(=O)NC(C)CCc2ccccc2)c(=O)c2nn(-c3ccccc3)c(C)c12 (stereo unspecified)	0%	-2%[0.46 µM]	?	-3	-11	-8%	1%	1%	0%	-24%	7%
Cc1ccc(S(=O)(=O)Cn2nnnc2C(C(C)C)N2CCc3ccccc3C2)cc1 (stereo unspecified)	3%	1%	3%	-6	2	11%	16%	1%	4%	-4%	0%
O=C(CN1C(=O)NC(Cc2ccccc2)C1=O)NC(=O)NC1CCCCC1 (stereo unspecified)	-2%	-6%	3%	-10	-8	-6%	-6%	2%	-1%[15.4 µM]	1%	2%
O=C1NC(=O)C(CC(=O)N(Cc2cccs2)C2(C(=O)NC3CCCCC3)CCCCC2)N1 (stereo unspecified)	1%	6%	1%	-11	47	-4%	-10%	3%	-5%	-15%	-2%
CC(C)(C)c1ccc(O)c(N)c1	/	?	5%	-1	/	-5%	-2%	5%	-10%	-5%	-2%
Cc1[nH]c2ccccc2c1C(=O)CSc1nnc(C2CC2)o1	0%	/	6%	33	-5	4%	/	2%	5%	/	/
O=C(NC1CCSC1=O)c1cccc(C(=O)NC2CCSC2=O)c1 (stereo unspecified)	0%	-4%	4%	-4	-13	6%	0%	-2%	6%	5%	-2%
CNc1nc(NN)nc(Nc2ccccc2)n1	2%	9%	?	-3	3	-11%	2%	1%	-9%	12%	-4%
Cc1ccc(C(=O)n2ncn(C)c2=S)cc1	3%	7%	0%	-3	-8	19%	-7%	6%	2%	-3%	-1%
COc1ccc(CN2C3CCCC2CC(NC(=O)c2cccc(F)c2)C3)cc1 (stereo unspecified)	1%	-5%[11.5 µM]	3%	8	-5	-1%	-10%	-1%	2%	-17%	7%
CCN(CC)CCNCc1ccc(OCc2ccc(Cl)nc2)c(OC)c1	8%	4%	1%	4	29	-29%	13%[11.5 µM]	0%	-2%	3%	/
COP(=O)(OC)C(Nc1ccc(C)cc1)c1ccc([N+](=O)[O-])cc1 (stereo unspecified)	-4%	3%	?	9	-39	-2%	/	3%	-2%	0%	1%
CC1(C)C(=O)NC(=O)N1Cc1ccccc1	2%	/	?	-2	-18	-4%	/	0%	-36%	/	/

In another format: results already given.
Screens in order – ASM inhibitor | PKM2 act | BCR signal inh | TSHR antagonist | KCNH2 WT inh | Mito fusion act | MBNL1 CUG block | USP2a block | Eya2 inh | Menin MLL FP TR | GALK inhibitor
O=C(NC1CCSC1=O)c1cccc(C(=O)NC2CCSC2=O)c1 (stereo unspecified)
  0% | -4% | 4% | -4 | -13 | 6% | 0% | -2% | 6% | 5% | -2%
CNc1nc(NN)nc(Nc2ccccc2)n1
  2% | 9% | ? | -3 | 3 | -11% | 2% | 1% | -9% | 12% | -4%
Cc1ccc(C(=O)n2ncn(C)c2=S)cc1
  3% | 7% | 0% | -3 | -8 | 19% | -7% | 6% | 2% | -3% | -1%

A portion of the library; count on the stated rates, not on these rows.
